Assay outcomes as filed in PubChem.
N-glyco inh – blocks N-linked glycosylation in D54 reporter cells; D54 ERlucT glycosylation luciferase reporter, 24 h; percent of 100 nM tunicamycin response; reporter increase, % at 12.5 µM; 360,000 compounds, 0.23% hits; AID 588692;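 active means mean luciferase reporter signal, scaled so untreated is 0 and the glycosylation-blocking control 100, at or above a set limit in every replicate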;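 further: luciferase carries N-glycosylation sites so blocking glycosylation raises the light; 0% = median of neutral control wells and 100% = median of 100 nM tunicamycin wells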
Exocytosis inh – blocks lytic granule exocytosis; TALL-104 LAMP-1 surface exposure, flow cytometry; cells stimulated with thapsigargin and PMA; 360,000 compounds, 0.66% hits; AID 651702; inhibition, % at 10 µM;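 active means inhibition above about 55%, limit read from the data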
ABCB6 inh 2 – human ABCB6 transporter inhibition. Q9NP58. K562-ABCB6 porphyrin accumulation, flow cytometry, 1 h; active compounds read low. fluorescence ratio to DMSO, % at 10 µM. 360,000 compounds, 0.19% hits;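 active means fluorescence ratio to DMSO below 75%, the collection mean minus 3 SD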;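 further: signal is porphyrin accumulated inside mitochondria; 100% equals median channel fluorescence of DMSO control wells; lower ratio means ABCB6 inhibition with less porphyrin fluorescence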
Target sequence (Q9NP58 whole entry, looked up): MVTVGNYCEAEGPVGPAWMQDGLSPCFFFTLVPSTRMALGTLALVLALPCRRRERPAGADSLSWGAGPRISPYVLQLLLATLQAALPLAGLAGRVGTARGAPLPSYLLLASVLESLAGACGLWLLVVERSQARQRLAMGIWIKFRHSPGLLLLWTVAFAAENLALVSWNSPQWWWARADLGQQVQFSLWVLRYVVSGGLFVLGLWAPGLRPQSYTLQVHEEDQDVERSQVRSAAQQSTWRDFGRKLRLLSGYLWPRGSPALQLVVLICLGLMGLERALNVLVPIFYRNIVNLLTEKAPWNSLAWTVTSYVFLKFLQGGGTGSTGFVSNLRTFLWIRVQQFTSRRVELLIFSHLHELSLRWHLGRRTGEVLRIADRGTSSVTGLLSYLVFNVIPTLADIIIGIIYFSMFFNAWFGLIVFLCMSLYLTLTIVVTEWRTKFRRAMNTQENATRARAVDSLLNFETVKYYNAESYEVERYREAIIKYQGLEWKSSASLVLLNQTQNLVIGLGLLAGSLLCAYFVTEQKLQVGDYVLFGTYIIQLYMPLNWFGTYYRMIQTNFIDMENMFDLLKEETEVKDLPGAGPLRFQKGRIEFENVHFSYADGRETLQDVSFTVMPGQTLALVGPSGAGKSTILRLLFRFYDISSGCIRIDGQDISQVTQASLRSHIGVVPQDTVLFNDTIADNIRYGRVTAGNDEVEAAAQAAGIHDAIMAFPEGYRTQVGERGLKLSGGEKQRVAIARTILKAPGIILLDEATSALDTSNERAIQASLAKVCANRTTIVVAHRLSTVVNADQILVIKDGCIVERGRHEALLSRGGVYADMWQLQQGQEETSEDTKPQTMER
NOD2 RIPK2 PPI – inhibitors of human NOD2-RIPK2 interaction. CHO BLA complementation NOD2-RIPK2, CCF4 ratio. inhibition, % at 4.98 µM. 360,000 compounds, 0.38% hits. O43353; in the data active means inhibition above about 21%;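 further: 0% = vehicle only and 100% = reference blocker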
MC4R antagonist – blocks human MC4R cAMP signaling | 360,000 compounds, 0.48% hits | inhibition, % at 6.5 µM | MC4R-expressing cells, MTII-stimulated cAMP, LANCE TR-FRET | P32245 | AID 540295;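 active means inhibition above its plate's cutoff, the mean of tested wells on that plate plus 3 SD, cut at about 29% in these data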;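 further: 0% = Melanotan II alone and 100% = Melanotan II plus saturating MCL0020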
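Material: U2OS-MC4R stable cell line | Reagent: Melanotan II challenge after compound preincubation | Doses: One concentration, 6.5 µM nominal | Incubation: 30-min compound preincubation, 1-h Melanotan II challenge, 1-h detection, room temperature | Signal: TR-FRET cAMP assay | Replicates: One well per compound, no replicates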
Vif imaging – blocks HIV Vif function. inhibition, % at 7.49 µM. HEK293T cells, Vif self-association by quenched fluorescence, imaging, 24 h. 340,000 compounds, 0.35% hits. AID 602346; in the data active means inhibition above about 50%, passing the limit was not always enough; further: some results filed as inactive read as strong as hits
aDG glyco up – alpha-DG glycosylation activation. Pro5-aDG cells, alpha-DG glycosylation AlphaScreen (IIH6); 0% Pro5, 100% B10-LARGE cell signal. activation, % at 10 µM. 360,000 compounds, 0.22% hits. AID 624168;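 active means activation of at least 8% versus controls, or a plate z-score of at least 8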;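 further: Pro5 are CHO cells carrying HIG-tagged alpha-DG that lacks glycosylation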
TLR9-MyD88 block – inhibitors of human TLR9-MyD88 binding | Q9NR96+Q99836 | CHO BLA complementation TLR9-MyD88, CCF4 FRET ratio | inhibition, % at 4.98 µM | 340,000 compounds, 0.21% hits | AID 504734;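 active means inhibition above the mean over all tested compounds plus 3 SD, cut at about 21% in these data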;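 further: 0% = DMSO only wells and 100% = clavulanate BLA inhibitor control wells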
MC4R ag barr – human MC4R agonism via beta-arrestin; U2OS MC4R beta-arrestin complementation, luminescence; percent of melanotan II response, DMSO zero; activation, % at 8.9 µM; 360,000 compounds, 0.98% hits;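 active means activation above a per-plate cutoff, the mean activation of sample wells on that plate plus 3 SD, cut at about 8% in these data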
ABHD5-PLIN5 inh – blocks binding of human ABHD5 to perilipin-5. Q00G26+Q8WTS1. Split G. princeps luciferase complementation, luminescence, 4 h. inhibition, % at 4 µM. 360,000 compounds, 0.78% hits;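 active means inhibition above the mean inhibition across every tested compound plus 3 SD, cut at about 22% in these data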;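 further: 0% = DMSO only wells and the 100% control is not disclosed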
Numbers without * were called inactive; / = no result given.

SMILES	N-glyco inh	Exocytosis inh	ABCB6 inh 2	NOD2 RIPK2 PPI	MC4R antagonist	Vif imaging	aDG glyco up	TLR9-MyD88 block	MC4R ag barr	ABHD5-PLIN5 inh
CC1CCN(c2ccc3nnc(CCC(=O)Nc4cccc(F)c4)n3n2)CC1	3.0	-3.1	98.0	10.1	-13.4	-0.3	1.1	5.5	-1.2	-1.4
COc1cc2c(cc1C1C(C#N)=C(N)OC3=C1C(=O)CC(C)(C)C3)OCO2 (stereo not given)	1.1	-7.9	98.0	12.8	5.5	0.8	-0.1	-0.6	-1.8	7.5
Cc1c(Cl)cccc1NC(=O)CNc1cccc(S(=O)(=O)N(C)C)c1	-1.8	-2.9	103.0	1.1	6.1	-1.8	-0.1	-0.6	-0.9	0.5
CCCCc1c(-c2ccccc2F)ncn1CCc1ccccc1OC	/	12.7	126.0	-6.5	/	/	0.4	/	/	-1.8
O=[N+]([O-])c1ccc(Cl)cc1C=NNc1ccccn1	1.6	-10.0	100.0	-6.9	2.1	-7.0	0.2	-13.8	4.6	-3.8
Cc1ccc(OCc2ccc(C(=O)Nc3ccc(S(N)(=O)=O)cc3)o2)cc1	0.2	1.4	100.0	0.2	0.8	-5.2	-0.2	-0.1	-1.2	-5.5
CC(C)Sc1nc2sc3c(c2c2nnc(SCC(=O)NCc4ccco4)n12)CCCC3	-0.2	3.0	96.0	-4.6	19.4	-19.3	1.1	4.6	-0.7	0.1
CCOC(=O)[C@]12CCC=C1N(Cc1ccccc1)C(=O)[C@H](CC(=O)N1CCOCC1)C2	/	-6.1	101.0	0.9	/	/	-0.2	/	/	-5.6
Cc1cccc(NC(=S)N(Cc2cccs2)Cc2cc3cc(C)cc(C)c3[nH]c2=O)c1	7.6	6.9	97.0	-12.1	-5.1	2.6	0.3	-3.8	2.3	-2.0
COc1ccc(C(=O)N2CCN(S(=O)(=O)c3ccc(C)cc3)CC2)cc1S(=O)(=O)N1CCOCC1	-0.2	-3.7	99.0	-5.1	-0.8	4.9	-0.1	-3.7	-0.1	-4.0
Nc1nc(Cl)cc(N2CCC(c3cc(-c4ccc(Cl)cc4)n[nH]3)CC2)n1	2.5	30.3	98.0	1.0	19.1	-18.1	1.7	7.6	4.8	-1.4
COC(=O)c1cc(Cl)cc2c(C)c(C3(O)CCCCC3)[nH]c12	1.0	7.1	98.0	-1.2	8.8	8.0	0.2	1.0	0.5	-1.5
Cc1cccc(C(=O)NNC(=O)c2ccccc2Br)c1	1.3	-1.4	99.0	-5.3	0.8	-3.3	-0.2	-2.6	-2.8	1.7
COCCn1c(C)cc(C(=O)CSc2nnnn2C2CCCC2)c1C	-21.4	-3.3	95.0	-2.4	18.7	-4.9	0.0	-3.0	-1.1	16.6
CC1CC2C(C(O)CC3(C)C2CCC3(O)C(=O)CO)C2(C)C=CC(=O)C=C12 (stereo not given)	6.2	-1.2	98.0	-0.5	-1.2	3.6	-0.1	11.1	-2.0	2.3
CCCCn1cnc2c1c(=O)[nH]c(=O)n2CCCC	1.4	-1.1	91.0	5.7	9.9	-1.0	-0.2	5.8	-1.0	5.8
O=c1cc(CO)[nH]cc1OCc1ccccc1	-1.3	-10.0	99.0	-3.3	4.2	1.1	-0.1	6.1	3.8	5.7
Nc1nc(NCC2CCCO2)nc(Nc2cccc(F)c2)c1[N+](=O)[O-] (stereo not given)	2.4	2.5	99.0	1.9	8.3	-4.5	-0.1	-1.0	5.1	3.7
CC(C)(C)C(=O)Cn1ncc(Br)c(Br)c1=O	9.9	-0.6	110.0	11.4	7.7	6.3	-0.8	17.0	0.5	-2.5
O=C1c2ccncc2C(=O)N1Cc1cccc(Cl)c1	3.7	-0.5	99.0	-9.5	7.0	-3.7	-0.2	0.5	0.6	9.2
Cc1c2cnn(CC(=O)Nc3c(F)c(F)cc(F)c3F)c(=O)c2c(C)n1Cc1ccccc1F	-3.9	1.2	99.0	23.7*	22.0	1.0	-0.3	-4.2	25.1*	0.6
CC1(N2CCOCC2)CC2(O)C(=[N+]1[O-])CCc1c2no[n+]1[O-] (stereo not given)	2.2	0.6	94.0	-24.7	-1.2	0.0	0.1	-2.2	1.5	-7.0
Cc1cc(N2CCOCC2)n2ncc(-c3ccc(Cl)cc3)c2n1	-17.2	8.4	96.0	13.3	9.4	-5.7	0.4	1.4	1.3	-2.0
CN(C)[C@H]1CCN([C@H]2CS(=O)(=O)N[C@@H]2COCc2ccccc2)C1	-2.0	2.6	94.0	-1.1	/	/	-0.1	/	/	6.7
C(=N\n1cnnc1)/c1ccc2ncccc2c1	1.0	-0.8	77.0	1.6	1.5	-6.5	-0.3	-2.6	-1.0	4.5
CC(OC(=O)c1oc2ccccc2c1COc1ccccc1)C(N)=O (stereo not given)	-2.7	-0.1	99.0	-3.2	9.2	-2.5	0.4	6.0	-1.5	4.2
CC1=NCCN1S(=O)(=O)c1c(C(C)C)cc(C(C)C)cc1C(C)C	2.1	-0.8	98.0	-4.5	1.6	2.4	0.0	-1.8	0.6	-9.1
COc1ccc(S(=O)(=O)NC2CCCCCC2)cc1C(N)=O	-1.4	-5.3	106.0	-6.6	12.0	17.5	-0.1	-2.0	-1.1	-0.8
CC(=O)c1c(C)[nH]c(C(=O)Nc2ccc(C)cc2Br)c1C	3.3	-6.1	97.0	-4.8	3.7	-5.0	0.2	-0.1	-0.1	-8.1
COc1ccc(S(=O)(=O)N2CCCN(Cc3cccc(F)c3)CC2)cc1	-0.9	-2.4	91.0	-1.4	-4.7	5.4	0.4	7.8	1.8	-5.6

Looked up by structure from the entries so far (two):
SMILES	N-glyco inh	Exocytosis inh	ABCB6 inh 2	NOD2 RIPK2 PPI	MC4R antagonist	Vif imaging	aDG glyco up	TLR9-MyD88 block	MC4R ag barr	ABHD5-PLIN5 inh
CC1(N2CCOCC2)CC2(O)C(=[N+]1[O-])CCc1c2no[n+]1[O-] (stereo not given)	2.2	0.6	94.0	-24.7	-1.2	0.0	0.1	-2.2	1.5	-7.0
Cc1c2cnn(CC(=O)Nc3c(F)c(F)cc(F)c3F)c(=O)c2c(C)n1Cc1ccccc1F	-3.9	1.2	99.0	23.7*	22.0	1.0	-0.3	-4.2	25.1*	0.6

(list continues)
SMILES	N-glyco inh	Exocytosis inh	ABCB6 inh 2	NOD2 RIPK2 PPI	MC4R antagonist	Vif imaging	aDG glyco up	TLR9-MyD88 block	MC4R ag barr	ABHD5-PLIN5 inh
O=S(=O)(NCc1ccc(F)cc1)c1ccc(-n2cccn2)cc1	-0.3	0.3	112.0	-11.6	7.3	-2.3	0.3	-3.5	-2.6	-4.7
CCOc1ccc(Nc2nc(Cc3nnc(SCC(=O)NC4CCCC4)n3C)cs2)cc1	-0.7	-0.1	97.0	13.4	3.7	-0.4	-0.2	5.2	-1.0	-4.8
COc1cc(NS(=O)(=O)c2ccc(N)cc2)nc(OC)n1	2.7	-3.2	97.0	-6.1	12.4	-2.9	0.3	-2.7	-0.3	0.1
CCOc1ccc(NC(=O)CCC(=O)Nc2nnc(CC)s2)cc1	0.4	-3.1	107.0	5.8	1.3	1.3	-0.2	-11.3	-0.7	5.7
CCOC(=O)C1=CN(Cc2ccco2)S(=O)(=O)N(C)C1c1ccccc1 (stereo not given)	-0.4	-0.7	100.0	-7.0	14.2	1.1	0.3	-12.5	0.2	5.6
C=CCN(c1ccccc1)S(=O)(=O)c1cccc(C(=O)NC2CCC(O)CC2)c1 (stereo not given)	-0.2	-3.6	96.0	-12.2	2.7	1.6	-0.3	-4.1	2.4	-1.9
OC(COc1ccc(Br)cc1)Cn1ccnc1 (stereo not given)	0.3	1.1	74.0*	4.2	-0.6	-13.1	0.0	0.7	-2.7	1.0
Cc1occc1-c1nnc(SCC(=O)Nc2nccs2)n1Cc1ccco1	-0.5	2.2	97.0	-1.8	0.8	3.5	1.1	-4.2	-2.8	4.9
CC(Sc1nc2ccccc2c(=O)n1CC1CCCO1)C(=O)NC(C)c1ccccc1 (stereo not given)	0.4	-2.8	98.0	-2.6	6.2	/	-0.1	5.1	-4.2	7.3
CN1CCN(NC(=O)c2cccc(S(=O)(=O)N3CCCCCC3)c2)CC1	0.2	0.2	99.0	3.2	3.1	17.3	0.0	8.5	-1.1	-2.8
Cc1ccc(S(=O)(=O)Cc2ccc(C(=O)NCCCN3CCCC3=O)o2)cc1	-0.1	-3.3	100.0	-1.1	8.3	3.5	0.0	0.3	-1.5	-0.1
O=C(CCNS(=O)(=O)c1ccccc1C(F)(F)F)N1CCN(c2ccccc2O)CC1	-3.1	0.3	100.0	-7.6	-3.0	1.5	0.2	-6.0	-2.9	4.4
O=C(CCS(=O)(=O)c1cccs1)Nc1ccc(C(=O)NCc2ccccc2)cc1	-3.9	-0.6	92.0	1.7	-2.0	44.4	-0.1	12.1	-1.6	-1.9
COC(=O)[C@H]1Cc2cnoc2C[C@]1(C)C(=O)O	1.0	1.0	98.0	-2.6	-3.3	1.5	-0.2	6.1	-1.3	3.0
CC1C(=O)O[C@@H]2C[C@@H](C)[C@@H]3CCC(=O)[C@@]3(C)[C@@H](O)[C@H]12 (stereo not given in full)	0.4	-1.3	102.0	4.7	-0.3	2.4	-0.4	-10.9	-0.7	-4.5
O=C(N/N=C/c1ccc(Cl)c([N+](=O)[O-])c1)c1cnccn1	1.5	-2.6	98.0	-4.8	-1.8	-1.4	0.0	-1.1	-2.0	3.3
CCN(CC)CCNc1nc2ccccc2n1C	-0.3	0.1	92.0	-9.2	-3.4	/	0.3	-2.8	-0.7	-1.5
Fc1ccc(CSc2nc3ncccc3[nH]2)cc1	-2.0	-9.4	197.0	0.6	0.8	/	0.5	1.7	-0.4	1.3
CCOC(=O)COc1ccc2nsnc2c1	2.5	-2.9	92.0	-13.5	13.0	-5.0	-0.1	-1.4	-1.0	-1.1
CC(C)CNC(=S)N(CCO)Cc1cc2cc3c(cc2[nH]c1=O)OCO3	1.9	-5.7	97.0	-4.0	10.2	-0.4	0.0	-1.7	-1.0	-4.0
NC(CCc1ccccc1)c1csc(Nc2ccc(C(=O)NCCCO)cn2)n1 (stereo not given)	-0.8	1.1	97.0	-6.3	9.9	11.1	0.0	/	0.8	9.5
Brc1ccc(CSc2nnc3ccccn23)cc1	1.0	3.1	97.0	-11.5	16.1	0.6	-0.1	-2.7	0.4	3.8
O=C(OCc1ccccc1)c1cc(S(=O)(=O)N2CCCCC2)ccc1N1CCOCC1	-4.1	6.7	92.0	-4.6	3.4	-9.0	0.2	6.9	-0.1	6.2
COc1ccccc1OCCC(=O)OCC(=O)NCc1ccccc1	2.3	3.3	95.0	-9.6	0.3	2.1	-0.2	-11.3	0.4	3.8
COc1cc(/C=N/NC(=O)CNC(=O)c2ccccc2)ccc1OC(=O)c1cccs1	1.0	-0.9	96.0	-5.9	-7.8	1.8	0.3	9.4	-2.9	0.2
CC(C)[C@H](NC(=O)N1c2ccccc2NC(=O)[C@@H]1C(C)C)C(=O)N[C@@H](Cc1c[nH]c2ccccc12)C(=O)O	0.9	-4.1	99.0	2.0	15.7	0.5	0.0	-15.1	-0.6	-0.8

This is a subset. The share of hits here may be higher or lower than overall.
